Lipid storage S3 – qHTS Assay for Lipid Storage Modulators in Drosophila S3 Cells; Drosophila S3 cells, BODIPY lipid droplet fluorescence, 18-24 h; cells fed with added oleic acid; lipid storage change, negative = inhibition, % at the top dose, mostly 46.1 µM; hits show Potency in µM; 0.64% of 320,000 active; active means well fitted inhibition curve with a large enough effect in the signal ratio, with a control signal flat, not every such curve was filed as active; inconclusive means small, poorly fitted or top-dose-only effect, or effect the other way, or a change in a side signal; the % refers to the signal ratio
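Laser-scanning cytometry quantifies lipid droplet accumulation (500–530 nm total intensity; droplet/cell object ratio) in oleic acid-fed (400 uM added) Drosophila S3 cells treated with a concentration series. 20 uM Triacsin C defined 100% inhibition.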
Lipid storage S3 cell count max – also measured in Lipid storage S3; calls as there; cell number change, %; measured here: cell count max response;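 cells counted by Cell Tracker Red CMTPX staining in the red channel; peak over a dose series mostly up to 46.1 µM; percent activity relative to internal control wells on each plate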
* marks the source's active call; other numbers are inactive results; i = inactive; ? = inconclusive; . = no result given; [ ] = dose if it differs, or a comment. On the % scale 0 is the no-effect control and ±100 the full control effect; potency means the concentration at half of the fitted maximal effect.

SMILES	Lipid storage S3	Lipid storage S3 cell count max
COc1ccc(S(=O)(=O)Nc2ccc(S(=O)(=O)Nc3nccs3)cc2)cc1	i	.
CN(CC(=O)Nc1cccc(F)c1)C(=O)c1ccccc1Sc1ccccc1C#N	?	.
CC(C)=CC(=O)Nc1nnc(-c2cccnc2)s1	15.1%	-0.3
Cc1cc(Br)ccc1NC(=O)CCS(=O)(=O)c1cccc2nonc12	?	.
Cc1cc(C)n2nc(C(=O)Nc3ccc(S(=O)(=O)N(C)C)cc3)nc2n1	-29.8%	-26.7
Cc1c(CCC(C)C)c(=O)n2c([nH]c3ccccc32)c1C#N	?	.
NC(=O)CSc1nnc(-c2ccc(O)cc2)n1Cc1ccco1	0.0%	3.5
COc1ccc(OC)c(-n2c(C)nc3cc(C(=O)O)ccc32)c1	6.6%	12.2
CN(C)c1ccc(CNC(=O)CCc2ccc(S(=O)(=O)N3CCCCCC3)cc2)cc1	?	.
CC/C(=C(/CC)c1ccc(O)cc1)c1ccc(O)cc1	i	-31.2
Cc1cc(=O)oc2c(C)c(OC(C)C(=O)NCCCn3ccnc3)ccc12 (stereo not given)	?	.
CCCOc1ccc(C(=O)c2ccccc2C(=O)OC2CCOC2=O)cc1OCCC (stereo not given)	?	.
COc1ccc(-c2nnn(CC(=O)N(C3CCCCC3)C(C)C(=O)NC3CCCC3)n2)cc1OC (stereo not given)	?	.
CCNC(=O)CN(c1ccc(Oc2ccccc2)cc1)S(=O)(=O)c1ccccc1	?	.
Cc1ccc(S(=O)(=O)Nc2nc3n(n2)C(c2ccc(Cl)cc2)CC(=O)N3)cc1 (stereo not given)	?	.
Cc1ccc(NC(=S)Nc2ccc(OC(F)F)c(Cl)c2)cc1Cl	?	.
O=C(Nc1ccc(S(=O)(=O)Nc2ncccn2)cc1)c1ccco1	i	49.5
NC(=O)[C@@H]1CCCN1C(=O)c1cc(COc2ccc(F)cc2F)on1	?	.
CCOC(=O)Cn1c(=N)n(CCOc2ccc(OC)cc2)c2ccccc21	?	.
CC1(c2ccccc2)CC(c2ccccc2)=Nc2nonc2N1 (stereo not given)	?	.
C[N+](C)(CC#N)C/C=C\c1ccccc1	5.8%	3.1
Cc1ccc(NC(=O)c2ccc(CSc3nccc(C)n3)cc2)cc1	13.8%	13.3
O=C(NC(=S)N1CCN(c2ccccc2)CC1)c1ccccc1	i	-7.0
CCOc1ccc(N2CC(C(=O)NNC(=O)c3ccc(F)cc3)CC2=O)cc1 (stereo not given)	-0.1%	-3.1
Cc1cc(C)c(NS(=O)(=O)c2ccc(NC(=O)c3cccs3)cc2)c(C)c1	?	.
COc1ccc(/C=C(\C#N)C(=O)NCCc2ccccc2)cc1OCc1ccccc1	?	.
CCc1ccccc1NC(=O)Cc1ccc(-n2cccc2)cc1	?	.
Cn1nc(C(=O)Nc2nnc(C3CC3)s2)c2ccccc2c1=O	-5.4%	-4.4
CCN(CC)C(=O)CSc1nc(O)c(Cc2ccccc2)c(=O)n1-c1ccc(C)cc1	9.3%	1.2
O=C(NC1CCCC1)C(c1ccc(Cl)cc1)N1CCc2ccccc21 (stereo not given)	8.9%	7.1
Cc1cccc(NC(=O)c2ccc(Cn3cc(C(F)(F)F)ccc3=O)cc2)c1	?	.
COc1ccc(OC)c(NC(=O)c2cnc3n(c2=O)CCS3)c1	?	.
COc1ccc(C(=O)NCc2cccs2)cc1S(=O)(=O)N1CCOCC1	?	.
COc1ccc(N(C(=O)CCl)C(C)(C(=O)Nc2c(C)cccc2C)c2ccccn2)cc1 (stereo not given)	-0.6%	-2.6
O=C(O)CCc1ccc(-c2ccc(Br)cc2)n1-c1ccc(O)cc1	i	8.7
NC(=O)C1CCN(S(=O)(=O)c2ccc3c(c2)OCCO3)CC1	?	.
Cc1ccsc1C1NC(=O)c2c(sc3c2CCN(C)C3)N1 (stereo not given)	?	.
O=P(O)(CCCCP(=O)(O)CCc1ccccc1)CCc1ccccc1	-8.2%	1.8
CCCSc1ccc([C@H]2N[C@@](CC(C)C)(C(=O)OC)[C@H]3C(=O)N(C)C(=O)[C@@H]23)cc1	?	.
CCOC(=O)C1CCCN(C(=O)c2cn(CC)c(=O)c3cc(OC)c(OC)cc23)C1 (stereo not given)	?	.
c1ccc(OCc2nc3ccccc3[nH]2)cc1	i	.
COc1ccc(OCC(=O)N2CCN(S(=O)(=O)c3ccccc3[N+](=O)[O-])CC2)cc1	?	.
COc1ccc(NC(=O)c2c(F)cccc2F)cc1S(=O)(=O)Nc1ccc(Br)cc1	?	.
COc1ccccc1N1CCN(/N=C/c2cc(Br)ccc2F)CC1	-23.4%	0.3
N=c1n(CC(=O)c2cccc([N+](=O)[O-])c2)c2ccccc2n1Cc1ccccc1	5.9%	3.6
CCC(C)(C)NC(=O)Cc1ccc(Cl)cc1	-70.6%	.
COc1ccc(OC)c(NC(=O)CSc2nnc(CNC(=O)c3ccco3)o2)c1	?	.
CCOc1ccc(C(=O)NC(=S)Nc2ccccc2N2CCOCC2)cc1Br	?	.
COc1ccc(CNC(=O)CN(C(=O)c2cc3sccc3n2C)C2CCCC2)cc1	7.3%	-15.9
CCOC(=O)Cn1c(S(=O)(=O)Cc2ccccc2Cl)nc(-c2ccccc2)c1-c1ccccc1	?	.

(next part)
SMILES	Lipid storage S3	Lipid storage S3 cell count max
Cc1cccc(NC(=O)COC(=O)CC2CCCC2)c1C	?	.
CC(=O)Oc1ccc(C(=O)Nc2ccccc2C(=O)N2CCCC2)cc1	8.8%	-6.9
O=C1NC[C@@H](Cc2cccc3ccccc23)N(CC2CCCCC2)C1=O	-17.4%	3.1
O=C(CN1C(=O)c2ccccc2S1(=O)=O)N1CCc2ccccc2C1	?	.
O=C(NC(=S)Nc1cccc(NC(=O)c2ccc(Cl)cc2Cl)c1)c1cccs1	?	.
CCOc1ccc(-c2nc(C#N)c(N3CCN(CC)CC3)o2)cc1	24.8%	-3.7
COC(=O)c1ccc(-c2nc3ccccc3o2)cc1	?	.
COc1ccc(Nc2nc(Nc3ccc(OC)cc3)nc(-n3[nH]c(=O)c(C)c3C)n2)cc1	?	.
CSc1ccccc1NS(=O)(=O)c1cccc2nonc12	i	-6.8
Cc1cccc(C(=O)Nc2ccc(Oc3cnccn3)cc2)c1	7.6%	13.3
CC(=O)c1c(C)[nH]c(C(=O)OCCOc2ccccc2)c1C	?	.
Cc1ccc2nc(NC(=O)c3ccc4c(c3)OCO4)sc2c1	?	.
COc1ccc(NC(=O)CC(c2ccc(F)cc2)c2ccc(OC)cc2)cc1 (stereo not given)	13.5%	-2.1
CNC(=O)COC(=O)/C=C/c1cn(-c2ccccc2)nc1-c1ccc2c(c1)OCCO2	8.9%	-2.0
CCOc1ccc(S(=O)(=O)NCCC(=O)N2CC=C(c3ccccc3)CC2)cc1	?	.
O=C(NCCCO)c1cc([N+](=O)[O-])cc2c1C=Cc1ccccc1O2	?	.
Cc1cccc(CCNC(=O)c2cc(S(=O)(=O)N3CCOCC3)cn2C)c1	-8.5%	21.6
CCCNS(=O)(=O)c1ccc(OCC(=O)NCCC2=CCCCC2)cc1	i	.
O=C(CN(Cc1ccccc1)C(=O)c1csnn1)NCCc1ccccc1	-24.5%	20.4
O=C(NC1CCN(Cc2ccccc2)CC1)c1cccc(OC(F)F)c1	?	.

In the list so far, five contain a thiophene ring, fused or not.
SMILES	Lipid storage S3	Lipid storage S3 cell count max
Cc1cc(C)c(NS(=O)(=O)c2ccc(NC(=O)c3cccs3)cc2)c(C)c1	?	.
COc1ccc(C(=O)NCc2cccs2)cc1S(=O)(=O)N1CCOCC1	?	.
Cc1ccsc1C1NC(=O)c2c(sc3c2CCN(C)C3)N1 (stereo not given)	?	.
COc1ccc(CNC(=O)CN(C(=O)c2cc3sccc3n2C)C2CCCC2)cc1	7.3%	-15.9
O=C(NC(=S)Nc1cccc(NC(=O)c2ccc(Cl)cc2Cl)c1)c1cccs1	?	.

(next part)
SMILES	Lipid storage S3	Lipid storage S3 cell count max
COCCN(CC(=O)Nc1cccc(C)c1C)C(=O)c1cc2ccccc2cc1OC	1.1%	14.5
Cc1cc(/C=C2/NC(=O)NC2=O)c(C)n1-c1sc2c(c1C#N)CCCC2	i	20.9
CCOc1ccccc1-n1c(SCC(=O)NC(C)(C)C)nnc1-c1ccoc1C	?	.
CN1CCN(C(CNC(=O)C(=O)NC2CCCCC2)c2ccc(F)cc2)CC1 (stereo not given)	-2.8%[0.0737 µM]	-19.2
O=C(CSCc1ccccc1)N1CCc2ccccc21	?	.
Nc1nc(Nc2cccc(F)c2)nc(NCc2ccco2)c1[N+](=O)[O-]	?	.
Cc1ccc(CNC(=O)CCS(=O)(=O)c2cc(Br)cc3c2N(C(=O)C2CC2)CC3)o1	?	.
CCc1cc(C(=O)NNC(=O)CCl)sc1C	15.4%	12.1
CCn1cc(/C=N\NC(=O)C2(C)CC2(Cl)Cl)c(C)n1 (stereo not given)	2.7%	8.9
CCCOC(=O)CSc1nc(N2CCOCC2)c2c(c1C#N)CC(C)(C)OC2	8.2%	-3.7
O=C(Nc1cccc(O)c1)C1CC(c2cccc(Br)c2)=NO1 (stereo not given)	-28.3%	-25.4
CCC/C=N/NC(=O)c1cc(-c2ccccc2)nc2ccccc12	13.2%	-5.7
Cc1cccc(N2CCN(C(=O)CCCSc3nc4ccccc4[nH]3)CC2)c1C	?	.
O=C(N/C(=C/c1ccco1)C(=O)N1CCCCCC1)c1ccccc1	?	.
CC(=O)Nc1ccc(NC(=O)CSc2nc3c([nH]c4ccccc43)c(=O)n2-c2ccccc2F)cc1	-13.8%	-17.3
COc1ccc(-c2cnc3nc[nH]c(=O)c3n2)cc1	-4.1%	.
CCCN1CCN(CCCNC(=O)c2ccc(CS(=O)c3ccc(OC)cc3)o2)CC1 (stereo not given)	?	.
COc1ccc(-c2noc(C3CCCN(C(=O)c4ccccc4C)C3)n2)cc1 (stereo not given)	?	.
CCOC(=O)CC(=O)CSc1ccc2nnc(-c3ccccc3)n2n1	?	.
COc1ccc(-c2csc(Cc3nnc4n3CCCCC4)n2)cc1OC	14.8%	-3.5
Cc1ccccc1C(=O)NC(CC(C)C)C(=O)Nc1cccc(S(=O)(=O)N(C)C)c1 (stereo not given)	?	.
O=c1[nH]n(-c2ncnc3c2cnn3-c2ccccc2)c(=O)c2ccccc12	18.6%	-7.8
COc1cc(C(=O)N2CCN(c3cccc(C)c3C)CC2)ccc1OCC(=O)N1CCOCC1	?	.
Cc1ccc(C2C3=C(CC(C)(C)CC3=O)NC3=C2C(=O)CC(C)(C)C3)o1	0.6%	-0.6
OC(COCc1ccc2c(c1)OCO2)CN1CCC(Cc2ccccc2)CC1 (stereo not given)	?	.
Cc1nn(Cc2ccccc2)c(Cl)c1C(=O)OCc1nnc(-c2ccccc2)o1	?	.
Cc1nc(SCC(=O)NCc2ccco2)c2oc3ccccc3c2n1	?	.
COc1cc(-c2csc(CCn3nc(C)cc3C)n2)cc(OC)c1OC	?	.
CCC(OC(C)=O)c1cc2c(cc1[N+](=O)[O-])OCCO2 (stereo not given)	6.5%	13.8
CC1=C(C(=O)OCc2ccccc2)C(c2ccc([N+](=O)[O-])cc2)NC(=O)N1 (stereo not given)	?	.
COc1cccc(NC(=O)c2ccc(-n3cccn3)nc2)c1	?	.
CCCc1nc2ccc([N+](=O)[O-])cc2[nH]1	1.7%	23.7
Cc1c(N=Cc2ccc(Cl)o2)c(=O)n(-c2ccccc2)n1C	?	.
CCCCn1c(N)c(N(CCOC)C(=O)c2oc3ccc(OCC)cc3c2C)c(=O)[nH]c1=O	?	.
CCOc1ccccc1NC(=O)Cn1[nH]c(=O)c2ccccc2c1=O	6.5%	-18.9
CCCCN(CC)CCNC(=O)c1cn(-c2ccc(Cl)cc2)c(=O)c2ccccc12	-12.7%	0.0
COc1ccc(-c2nc(C#N)c(NCCCn3ccnc3)o2)cc1OC	?	.
CCc1cccc(C)c1NC(=O)c1cccnc1	?	.
CC1CCCCC1NC(=O)COc1ccccc1C#N (stereo not given)	?	.
Clc1ccc(-c2noc(CSc3nnc(Cc4cccs4)n3-c3ccccc3)n2)cc1	?	.
N#CCSc1nnc2c(Cl)cc(Cl)cn12	?	.
CCc1cc(SC#N)cc(C)c1NC(=O)CCl	-22.1%	-10.5
O=S1(=O)CC(O)C(N(CCO)C(=S)Nc2ccccc2)C1 (stereo not given)	?	.
CC(C)(C)c1nc2c(C#N)c(-c3ccc(Cl)cc3)ccn2n1	?	.
CC1=C(C(=O)OCc2ccccc2)C(c2ccccc2Cl)NC(=O)N1C (stereo not given)	?	.
CCCC(=O)Nc1cccc(NC(=O)c2ccc3c(c2)OCCO3)c1	?	.
CCC(C)[C@H](NC(=O)NCCCN1CCOCC1)C(=O)OC (stereo not given in full)	-7.0%	4.5

Whole records, looked up by structure. Order of values: Lipid storage S3 | Lipid storage S3 cell count max
Record of `Cc1ccc(C2C3=C(CC(C)(C)CC3=O)NC3=C2C(=O)CC(C)(C)C3)o1` = 0.6% | -0.6
Record of `CCN(CC)C(=O)CSc1nc(O)c(Cc2ccccc2)c(=O)n1-c1ccc(C)cc1` = 9.3% | 1.2
Record of `CCOc1ccccc1-n1c(SCC(=O)NC(C)(C)C)nnc1-c1ccoc1C` = ? | .
Record of `CCOC(=O)C1CCCN(C(=O)c2cn(CC)c(=O)c3cc(OC)c(OC)cc23)C1` (stereo not given) = ? | .
Record of `N#CCSc1nnc2c(Cl)cc(Cl)cn12` = ? | .

This is a subset; the hit share may differ from the screen's.
